Screens (PubChem BioAssay)
Scp1 inh: inhibitors of human Scp-1 phosphatase. Q9GZU7. Recombinant Scp1, phosphopeptide, malachite green phosphate absorbance. inhibition, % at 20 µM. 0.88% of 340,000 active;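 active means inhibition above about 50% at 20 µM, limit read from the data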;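 further: plate controls were DMSO wells with enzyme for no effect and wells lacking enzyme for full effect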
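System: SCP-1 catalytic domain; Reagent: Phospho 17-mer peptide substrate; Doses: one concentration, 20 µM, with 1.0% DMSO; Incubation: 45 min room-temperature reaction, 5 min colour, 30 min stabiliser; Signal: Phosphate-binding colour reagent, absorbance read at 630 nm.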
DNMT1 inh: inhibitors of human DNMT1; P26358; DNMT1 molecular beacon, Hinp1I cleavage, fluorescence; inhibition (reported as % activation of signal), % at 10 µM; 0.83% of 360,000 active; AID 588458; in the data active means inhibition above about 50%
CSN deneddyl inh: CSN deneddylation inhibition; Q92905; Purified CSN, SCF-Nedd8-OG deneddylation, fluorescence polarization; AID 651999; 0.38% of 360,000 active; inhibition, % at 12.5 µM;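 active means pattern-corrected inhibition above about 35%, with an unprinted fluorescence ratio check between 0.5 and 1.5, limit read from the data, passing the limit was not always enough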;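 further: 0% = enzyme with substrate and 100% = substrate without enzyme; some results filed as inactive read as strong as hits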
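Test system: Human Csn5 produced in HEK293T cells | Compound: 12.5 µM single point | Times: 90 min, room temperature | Signal: Fluorescence polarization readout | Read-out basis: % inhibition of substrate cleavage by Csn5 | Controls: no-enzyme wells high, enzyme-with-substrate wells low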
LMPTP inh: LMPTP (human) inhibition; inhibition, % at 20 µM; recombinant LMPTP-A, OMFP fluorogenic substrate, fluorescence intensity; 0.22% of 360,000 active;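 active means compounds that cut the enzyme signal by at least half of the control window in the single-dose screen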;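 further: plate controls were DMSO wells with enzyme plus substrate for no effect and substrate without enzyme for full effect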
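Test system – LMPTP-A enzyme · Amount – LMPTP-A at 0.625 nM final in the reaction · Buffer or medium – Bis-Tris pH 6.0, DTT, detergent · Reagent – OMFP 400 µM · Doses – single 20 µM dose · Schedule – reaction 50 min, room temperature, dark · Detection – fluorescence intensity of OMFP turnover product · Evaluation – percent inhibition versus substrate-only and uninhibited controls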
NadD inh: inhibitors of Staphylococcus aureus NadD; purified NadD enzyme, colorimetric absorbance read-out; inhibition, % at 20 µM; 0.78% of 360,000 active; AID 602399; in the data active means inhibition above about 26%; further: some compounds past the cut are filed as inactive
Rpn11 block: inhibitors of human proteasome Rpn11; AID 588493; O00487; 0.59% of 360,000 active; calls only at 20 µM; human 26S proteasome, Ub4-pepOG fluorescence polarization; 20S core pre-blocked with epoxomicin;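 active means inhibition at 20 µM, scaled to each plate's controls, above about 33%, limit read from the data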
Target sequence (O00487 whole entry, looked up): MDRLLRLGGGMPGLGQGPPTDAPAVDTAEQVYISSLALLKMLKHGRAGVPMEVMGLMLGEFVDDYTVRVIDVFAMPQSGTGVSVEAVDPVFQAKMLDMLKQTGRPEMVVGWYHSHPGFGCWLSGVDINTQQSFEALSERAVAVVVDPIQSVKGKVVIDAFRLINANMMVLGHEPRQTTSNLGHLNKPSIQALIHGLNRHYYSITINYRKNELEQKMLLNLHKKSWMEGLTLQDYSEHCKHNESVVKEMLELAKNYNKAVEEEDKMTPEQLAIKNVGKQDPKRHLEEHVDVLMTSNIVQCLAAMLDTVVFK
STEP inh: inhibitors of human striatal-enriched phosphatase STEP; inhibition, % at 20 µM; 0.25% of 360,000 active; AID 588621; recombinant STEP, OMFP fluorogenic substrate, fluorescence;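 active means inhibition at 20 µM, scaled per plate between control wells, above about 37%, limit read from the data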;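 further: 0% = DMSO with enzyme and substrate and 100% = substrate only without enzyme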
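material = STEP tyrosine phosphatase | reagent = fluorogenic phosphatase substrate OMFP at 25 µM final | doses = single compound dose of 20 µM, 1% DMSO final | schedule = 20 min reaction, room temperature, in the dark | measured by = fluorescence, 480/540 nm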
SUMO1-SIM PPI: alters human SUMO1 binding to SIM partners | P63165 | SUMO1 binding to a labelled peptide, TR-FRET, 1 h | inhibition, % at 20 µM | 0.33% of 360,000 active; in the data active means inhibition above about 37%
Neddylation inh: cullin neddylation inhibition; calls only at 25 µM; P61081+Q13564; TR-FRET cullin neddylation, biochemical; 0.58% of 360,000 active; in the data active means inhibition above about 36%
Target sequence (P61081 whole entry, looked up): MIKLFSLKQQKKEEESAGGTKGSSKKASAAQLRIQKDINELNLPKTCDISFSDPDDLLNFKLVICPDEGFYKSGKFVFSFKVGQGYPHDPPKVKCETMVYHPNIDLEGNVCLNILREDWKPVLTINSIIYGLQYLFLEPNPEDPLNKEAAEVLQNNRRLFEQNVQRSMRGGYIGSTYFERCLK
Target sequence (Q13564 whole entry, looked up): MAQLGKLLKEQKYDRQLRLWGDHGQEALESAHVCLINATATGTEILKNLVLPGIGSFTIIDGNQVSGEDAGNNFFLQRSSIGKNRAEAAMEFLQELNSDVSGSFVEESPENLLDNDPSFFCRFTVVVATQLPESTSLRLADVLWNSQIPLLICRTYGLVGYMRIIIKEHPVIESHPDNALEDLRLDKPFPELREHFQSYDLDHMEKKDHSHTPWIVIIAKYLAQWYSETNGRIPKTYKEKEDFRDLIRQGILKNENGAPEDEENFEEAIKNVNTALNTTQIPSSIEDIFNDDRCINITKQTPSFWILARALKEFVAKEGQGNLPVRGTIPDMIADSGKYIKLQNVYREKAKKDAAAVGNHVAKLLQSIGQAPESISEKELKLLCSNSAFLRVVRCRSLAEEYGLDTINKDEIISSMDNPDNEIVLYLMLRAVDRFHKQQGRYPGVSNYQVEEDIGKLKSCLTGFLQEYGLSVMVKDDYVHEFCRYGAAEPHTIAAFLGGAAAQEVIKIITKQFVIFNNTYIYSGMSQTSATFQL
Rin1 Abl inh: human Rin1-Abl interaction inhibition; 0.4% of 360,000 active; P00519+Q13671; inhibition, % at 7.35 µM; TR-FRET Rin1/Abl binding, biochemical; in the data active means inhibition above about 5%, passing the limit was not always enough
Active calls of the source: *; i = inactive; · = not tested or not shown; + = active, no number.

entry	structure	Scp1 inh	DNMT1 inh	CSN deneddyl inh	LMPTP inh	NadD inh	Rpn11 block	STEP inh	SUMO1-SIM PPI	Neddylation inh	Rin1 Abl inh
1	Cc1nn(-c2ccccc2)c(C)c1NC(=O)CCl	-4	5	2	-0.6	1	i	-2	-1	i	-2
2	Cc1nc(NC(=O)CSc2nc3cccnc3n2Cc2ccccc2)sc1C	-2	-2	12	-0.2	-10	i	-1	-1	i	-2
3	COc1ccc(OCC(=O)NC2CCCCCCC2)cc1	1	-1	1	-0.9	1	i	-2	-1	i	4
4	COc1ccc(Cc2nnc(SCC(=O)Nc3ccc(N4CCOCC4)cc3)n2C)cc1	-6	0	2	0.3	-2	i	0	-2	i	4
5	Cc1ccc(/C(N)=N/OC(=O)Cc2ccccc2)cc1	-13	-1	-6	-0.4	-1	i	-4	2	i	0
6	Cc1ccccc1N1CCN(S(=O)(=O)Cc2ccccc2)CC1	-2	0	7	2.0	-1	i	-3	5	i	1
7	COC(=O)c1c(NC(=O)COC(=O)c2ccc(NC(=O)CC#N)cc2)sc2c1CCCCC2	76*	103*	57*	74*	82*	+	10	71*	i	0
8	CCOc1ccc2nc(SCC(=O)N(CC(C)C)c3c(N)n(CC(C)C)c(=O)[nH]c3=O)[nH]c2c1	-4	6	1	-1.9	7	i	-1	0	i	1
9	CCOc1ccc(CCNC(=O)C2CC(=O)N(Cc3ccc(OC)cc3)C2)cc1OCC (stereo not given)	3	1	4	-0.9	-3	i	-2	-1	i	0
10	COc1ccc(CCNS(=O)(=O)c2ccc3c(c2)CCN3C(=O)C2CC2)cc1OC	-5	-3	-1	0.2	-8	i	-1	2	i	-5
11	COc1ccc(S(=O)(=O)N2CCN(C(=O)c3ccc(COc4ccccc4)o3)CC2)cc1	·	-2	1	0.9	-3	i	1	0	i	-3
12	O=C(Nc1nc(-c2ccc(Cl)s2)cs1)c1ccncc1	3	-4	5	2.0	18	i	1	-4	i	5
13	Cc1ccc(NC(=O)COC(=O)Cn2cnc3ccccc32)cc1S(=O)(=O)N(C)C	-6	2	-5	-1.5	-3	i	2	3	i	0
14	CCc1ccc(NC2CC(=O)N(CCc3ccc(OC)c(OC)c3)C2=O)cc1 (stereo not given)	-3	0	-6	0.2	-5	i	3	1	i	-1
15	O=C(C1COc2ccccc2O1)N1CCN(Cc2ccccc2)CC1 (stereo not given)	-8	-5	5	-0.9	6	i	1	-3	i	-2
16	O=C(CCN1C(=O)C2CCCCC2C1=O)N1CCN(S(=O)(=O)c2ccccc2)CC1 (stereo not given)	-4	-2	4	-1.5	-1	i	2	6	i	0
17	CC(C)(C)n1nnnc1C(c1cccnc1)N1CCN(c2ccccc2)CC1 (stereo not given)	-7	1	0	0.7	-3	i	4	-1	i	-7
18	NS(=O)(=O)c1ccc(CCNC(=O)COC(=O)CCN2C(=O)C3CC=CCC3C2=O)cc1 (stereo not given)	-5	3	0	-1.6	-6	i	-1	-1	i	2
19	Cc1ccccc1NC(=O)CSc1nnc(-c2ccoc2C)n1CCc1ccccc1	9	-3	0	0.8	3	i	1	0	i	0
20	CCC(=O)c1coc2ccc(O)cc12	-4	-13	2	-0.8	4	i	0	4	i	0
21	CC(C)c1cccc(-c2ccc3c(c2)S(=O)(=O)c2cccc(C(=O)NCc4ccco4)c2C3=O)c1	68*	49	49*	1.9	34*	i	2	3	i	-3
22	Cc1cccc(OCc2nnc(SCC(=O)Nc3ncc(C)s3)o2)c1	-3	0	-3	-1.3	-2	i	0	4	i	-1
23	O=C(Cc1ccc(S(=O)(=O)N2CCCCC2)s1)Nc1ccc(F)cc1F	-5	-7	3	0.1	-3	i	8	-2	i	-2
24	Cc1c(C(=O)N(C)CCC#N)oc2ccc(S(=O)(=O)N3CCOCC3)cc12	-3	2	-3	-0.2	0	i	-4	7	i	0
25	Cc1ccc(S(=O)(=O)N2CCN(CC(=O)N/N=C/C=C/c3ccccc3)CC2)cc1	6	-8	-5	-0.3	5	i	0	-10	i	0

Further compounds.
entry	structure	Scp1 inh	DNMT1 inh	CSN deneddyl inh	LMPTP inh	NadD inh	Rpn11 block	STEP inh	SUMO1-SIM PPI	Neddylation inh	Rin1 Abl inh
26	Cc1ccc(C(=O)C2=C(O)C(=O)N(Cc3ccccc3)C2c2cccnc2)o1 (stereo not given)	-2	4	0	0.5	5	i	2	-14	i	-6
27	CCCCCC(=O)NNC(=S)NC(=O)c1cccc([N+](=O)[O-])c1	-8	-1	-14	5.5	2	i	3	3	i	0
28	Cc1ccc(C)c(NC(=O)C2CCCN(S(=O)(=O)c3c(C)nn(C)c3C)C2)c1 (stereo not given)	-8	-2	-1	-1.3	10	i	-1	1	i	0
29	CCCCn1c(N)c(N(CC(C)C)C(=O)C2CCN(C(=O)c3ccc(F)cc3)CC2)c(=O)[nH]c1=O	0	-1	0	-1.6	4	i	0	4	i	-2
30	COC(=O)c1ccc(Nc2nc(C)cc(=O)[nH]2)cc1	-2	2	2	-1.2	0	i	0	0	i	3
31	C=CCOc1ccccc1CN1CCC(Oc2cc(C(=O)NC3CC3)ccc2OC)CC1	3	1	-5	0.3	-3	i	-1	2	i	0
32	N#CC(C(=O)c1ccco1)c1ccccn1 (stereo not given)	-7	1	-23	1.2	1	i	0	-9	i	1
33	Cc1ccc(S(=O)(=O)N2CCOCC2)cc1C(=O)OCC(=O)NC1CCS(=O)(=O)C1 (stereo not given)	8	2	-10	-1.6	2	i	0	1	i	3
34	CCN(CC(=O)NCc1ccc(Cl)cc1)C(=O)c1ccc(S(=O)(=O)NCc2ccco2)cc1	-5	2	-2	2.1	-4	i	-1	-3	i	1
35	COc1cc(/C=N/NC(=O)c2ccc(Cl)c(S(N)(=O)=O)c2)ccc1OCC(N)=O	-2	3	-3	0.0	-2	i	0	-11	i	-2
36	CCOc1ccc(NC(=O)N2CCC(c3nc4ccccc4[nH]3)CC2)cc1	-1	-5	-4	0.6	2	i	2	2	i	0
37	CCCC(=O)Nc1ccc(NC(=O)c2ccco2)c(OC)c1	-11	-1	3	-0.2	2	i	0	-2	i	-3
38	CCOc1ccc2oc(C(=O)OC(C(=O)NC(N)=O)C(C)C)c(C)c2c1 (stereo not given)	14	17	7	0.1	1	i	4	-2	·	-2
39	O=C(CCCOc1ccccc1)NCCc1ccccc1	-11	-1	0	1.3	-3	i	-2	0	i	3
40	Cc1ccc(NC(=O)C(=O)NNC(=O)c2ccccc2C)cc1Cl	-7	0	1	-1.3	1	i	-3	0	i	1
41	CCc1ccc(NC(=O)CCn2c(=O)c3cccn3c3ccccc32)cc1	-8	-3	2	3.2	-2	i	-1	1	i	-3
42	CCOc1ccc(CCNC(=O)c2nnn(CC(=O)Nc3ccccc3C)c2N)cc1OCC	-1	11	6	-2.0	4	i	-5	-1	i	-1
43	COc1ccc(N2CC(C(=O)N3CCC4(CC3)CC(=O)c3ccccc3O4)CC2=O)cc1 (stereo not given)	-4	2	-5	-0.3	9	i	-1	-6	i	1
44	Cc1ccc(S(=O)(=O)NCCn2cnc([N+](=O)[O-])n2)cc1	-5	1	1	-0.5	-7	i	1	-24	i	-1
45	Cc1ccc(C)c(NC(=O)CN(C)C(C)C(=O)N2CC(C)CC(C)C2)c1 (stereo not given)	1	2	-4	-0.4	0	i	-2	0	i	-3
46	O=S(=O)(Nc1ccc(S(=O)(=O)Nc2nccs2)cc1)c1ccc(Br)cc1	-9	6	4	-1.0	-3	i	-3	3	i	0
47	COC(=O)/C(=C/Nc1ccccc1)[N+](=O)[O-]	-5	6	4	-4.4	0	i	-2	0	i	1
48	CCCCCCOC(=O)C[N+](C)(C)CCOC1CC2CCC1(C)C2(C)C (stereo not given)	-3	1	1	-0.9	-3	i	0	-7	i	5
49	CCOC(=O)c1cc(-c2cc3ccccc3o2)nc2c1c(=O)[nH]c(=O)n2CCOC	-3	8	1	-1.4	-5	i	1	-4	i	-2
50	CCc1ccc(OC(=O)/C=C/c2ccco2)cc1	1	14	2	1.3	-4	i	2	-3	i	-2

(more compounds)
entry	structure	Scp1 inh	DNMT1 inh	CSN deneddyl inh	LMPTP inh	NadD inh	Rpn11 block	STEP inh	SUMO1-SIM PPI	Neddylation inh	Rin1 Abl inh
51	O=[N+]([O-])c1cc(S(=O)(=O)N2CCCC2)ccc1NCCc1ccccc1	-10	-5	-7	3.3	-2	i	-1	-16	i	-3
52	CCCNC(=O)Cn1cnc2sc(C(=O)NCCN(CC)CC)c(C)c2c1=O	-3	2	3	-0.8	2	i	-6	-3	i	0
53	C#CCOCCOCCOCCNc1nc(N2CCN(C(=O)[C@H](CCCN=C(N)N)n3cc(C(N)[C@@H](C)CC)nn3)CC2)nc(N2CCN(C(=O)[C@H](CCCCN)n3cc([C@@H](N)[C@H](C)CC)nn3)CC2)n1 (stereo not given in full)	-6	-24	15	-6.0	-9	i	-2	-138	i	1
54	CCOc1ccc(NC(=O)CN(C)C(=O)c2cc(-c3ccc(OC)cc3)nc3ccccc23)cc1OCC	4	-4	-5	3.3	6	i	0	-7	+	2
55	COC(=O)c1ccc(S(N)(=O)=O)o1	-5	9	-9	-1.6	0	i	2	4	i	-1
56	COc1ccc(N(CC(=O)N/N=C/c2ccccc2F)S(=O)(=O)c2ccccc2)cc1	-2	1	-2	1.5	-2	i	-1	6	i	2
57	CCOC(=O)NC1(NCc2ccccc2)Oc2ccccc2O1	3	3	-1	1.2	3	i	-5	1	i	2
58	CC(Sc1nnc(Cc2cccs2)n1C1CC1)C(=O)NC1CCS(=O)(=O)C1 (stereo not given)	-1	-1	-6	-1.3	-1	i	-2	3	i	2
59	CCCCn1c(N)c(N(CC(C)C)C(=O)C2CC(=O)N(c3ccc(C)cc3)C2)c(=O)[nH]c1=O (stereo not given)	-3	1	1	-2.5	0	i	-1	4	i	1
60	CN1CCOc2ccc(S(=O)(=O)NCCc3ccc(Cl)cc3)cc21	-3	1	2	1.7	-11	i	3	1	i	-2

Quoted at random: seven entries already listed, in no set order.
entry	structure	Scp1 inh	DNMT1 inh	CSN deneddyl inh	LMPTP inh	NadD inh	Rpn11 block	STEP inh	SUMO1-SIM PPI	Neddylation inh	Rin1 Abl inh
57	CCOC(=O)NC1(NCc2ccccc2)Oc2ccccc2O1	3	3	-1	1.2	3	i	-5	1	i	2
59	CCCCn1c(N)c(N(CC(C)C)C(=O)C2CC(=O)N(c3ccc(C)cc3)C2)c(=O)[nH]c1=O (stereo not given)	-3	1	1	-2.5	0	i	-1	4	i	1
55	COC(=O)c1ccc(S(N)(=O)=O)o1	-5	9	-9	-1.6	0	i	2	4	i	-1
53	C#CCOCCOCCOCCNc1nc(N2CCN(C(=O)[C@H](CCCN=C(N)N)n3cc(C(N)[C@@H](C)CC)nn3)CC2)nc(N2CCN(C(=O)[C@H](CCCCN)n3cc([C@@H](N)[C@H](C)CC)nn3)CC2)n1 (stereo not given in full)	-6	-24	15	-6.0	-9	i	-2	-138	i	1
56	COc1ccc(N(CC(=O)N/N=C/c2ccccc2F)S(=O)(=O)c2ccccc2)cc1	-2	1	-2	1.5	-2	i	-1	6	i	2
54	CCOc1ccc(NC(=O)CN(C)C(=O)c2cc(-c3ccc(OC)cc3)nc3ccccc23)cc1OCC	4	-4	-5	3.3	6	i	0	-7	+	2
58	CC(Sc1nnc(Cc2cccs2)n1C1CC1)C(=O)NC1CCS(=O)(=O)C1 (stereo not given)	-1	-1	-6	-1.3	-1	i	-2	3	i	2
